AmpC detergent – blocks E. coli AmpC beta-lactamase in detergent assay; P00811; AID 485294; AmpC hydrolysis of nitrocefin, absorbance 480 nm, 0.01% Triton; actives 0.041% (n = 370,000); Potency, µM (doses to about 114 µM), inactives show at the highest dose activity change, negative = inhibition, usual class: inhibitors;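 also: potency is read from the fitted curve at half-maximal effect; 0% = no-compound wells and -100% = no-enzyme wells; nearly all actives have a fitted effect of over 25% in size; some results filed as inactive show a strong effect at the top dose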
Target sequence (P00811 whole entry, looked up): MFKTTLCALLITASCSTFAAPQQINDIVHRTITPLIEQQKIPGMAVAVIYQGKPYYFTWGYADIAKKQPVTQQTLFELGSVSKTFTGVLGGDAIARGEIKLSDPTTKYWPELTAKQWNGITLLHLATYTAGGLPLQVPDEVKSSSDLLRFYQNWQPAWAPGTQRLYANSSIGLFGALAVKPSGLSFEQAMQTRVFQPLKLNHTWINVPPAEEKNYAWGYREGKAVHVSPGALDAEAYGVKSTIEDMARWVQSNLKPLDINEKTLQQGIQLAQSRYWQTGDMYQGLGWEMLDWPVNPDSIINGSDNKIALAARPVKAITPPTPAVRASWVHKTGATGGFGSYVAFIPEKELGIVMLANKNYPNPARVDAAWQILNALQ
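AmpC (5.3 nM in the dispensed reagent) in 20 mM phosphate pH 7.0 with 0.01% (detergent screen) or 0.0001% Triton X-100 was preincubated with compounds for 15 min at room temperature. Nitrocefin was then added from an 800 uM solution, and hydrolysis was followed at 480 nm.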
Giardia FBPA inh – inhibitors of Giardia lamblia fructose-1,6-bisphosphate aldolase. purified Giardia FBPA. Potency, µM (series often up to 59.6 µM), without a hit: at the top dose activity, negative = inhibition, hits mostly inhibitors. actives 0.71% (n = 290,000); also: potency is read from the fitted curve at half-maximal effect; nearly all actives have a fitted effect of over 55% in size
Target sequence (A8B2U2 whole entry, looked up): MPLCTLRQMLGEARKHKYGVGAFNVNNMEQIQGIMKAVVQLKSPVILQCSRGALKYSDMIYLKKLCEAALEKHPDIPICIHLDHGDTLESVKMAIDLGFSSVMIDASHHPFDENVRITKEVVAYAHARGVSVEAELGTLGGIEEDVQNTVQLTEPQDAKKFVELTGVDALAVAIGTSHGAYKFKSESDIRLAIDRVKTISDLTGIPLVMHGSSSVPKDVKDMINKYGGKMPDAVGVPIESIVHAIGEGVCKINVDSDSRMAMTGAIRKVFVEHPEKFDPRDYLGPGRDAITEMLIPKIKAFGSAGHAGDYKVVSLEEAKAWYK
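40 nM FBPA preincubated 10 min at RT with compound (up to 57.5 uM final), then substrate plus GAPDH/TPI/NAD/arsenate coupling and diaphorase/resazurin added. Fluorescence read after 20 min at RT, 525/598 nm.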
Sm TGR block – S. mansoni TGR enzyme inhibition; Q962Y6; purified TGR, DTNB reduction, TNB absorbance 405 nm; Potency, µM (series often up to 114 µM), without a hit: top-dose activity change, negative = inhibition, hits mostly inhibitors; actives 3% (n = 360,000); also: potency is read from the fitted curve at half-maximal effect; nearly all actives have a fitted effect of over 60% in size
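Kinetic colorimetric format: TGR-catalysed, NADPH-driven DTNB reduction monitored via TNB absorbance. Enzyme dispensed at 20 nM; compound exposure 15 min at room temperature before reaction start.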
AmpC no deterg – AmpC beta-lactamase inhibition without detergent; P00811; AmpC nitrocefin hydrolysis, absorbance 480 nm, 0.0001% Triton; Potency, µM (highest dose often 57.1 µM), without a hit: at the highest dose activity change, negative = inhibition, usual class: inhibitors; actives 0.52% (n = 330,000);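 also: potency is read from the fitted curve at half-maximal effect; plate controls were no compound for no effect and no enzyme for full effect; nearly all actives have a fitted effect of over 20% in size; some results filed as inactive show a strong effect at the top dose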
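20 mM phosphate pH 7.0 + 0.01% (detergent screen) or 0.0001% Triton X-100; 5.3 nM AmpC reagent; cpd preinc 15 min RT; nitrocefin (800 uM stock) to start; A480 q20 s × 4 min; Activity was normalised to no-enzyme and no-compound control wells.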
HCV inh – HCV inhibition; AID 651820; Potency, µM (top dose mostly 41.8 µM), for the others: at the top dose activity change, negative = inhibition, usual class: inhibitors; actives 3.4% (n = 340,000); Huh7.5.1 HCVcc-Cre infection, luciferase reporter, 44 h; also: potency is read from the fitted curve at half-maximal effect
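Infectious HCVcc-Cre (~0.5 moi) was added to cells just after compound, with cells seeded 4 h earlier at 1,000 per well. Luciferase activity after 44 h culture reported infection; substrate was incubated 15 min at room temperature before reading.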
HCMV inh – inhibitors of human cytomegalovirus; actives 4.5% (n = 410,000); AID 1259415; HFF cells, HCMV-luciferase reporter, 72 h; hits give low values; activity change, negative = inhibition, % at 57.5 µM; in the data active = activity change below about -60%; inconclusive = no clear call, values can overlap the other calls; inactive = above about -39%
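HFF cells seeded 16 h at 37C, treated with compounds, infected with luciferase-reporter HCMV at MOI 1 PFU/cell; luciferase read at 72 h post infection, normalized to buffer-only and Salinomycin controls.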
Active calls of the source: *; ? = inconclusive; nt = not tested or not shown; & = joins results of further samples; [ ] = another dose, or the depositor's remark. Unless noted, calls follow the shape of the dose curve; as a rule, active = well fitted curve in the direction sought with a large enough effect; inconclusive = small, poorly fitted or top-dose-only effect, or another doubt; inactive = no such curve, though single readings can be large; an effect the other way counts as inactive or inconclusive. Unless noted, % is scaled to controls: 0 for no effect and ±100 for the full control effect. An unsorted share of the library, and some 9.9% of all compounds hit somewhere here.

SMILES	AmpC detergent	Giardia FBPA inh	Sm TGR block	AmpC no deterg	HCV inh	HCMV inh
c1ccc2oc(SCc3cn4ccsc4n3)nc2c1	?	?	-8%	-21%	-9%	88
Cc1ccccc1C(=O)NCc1nnc(SCC(=O)N2CCN(c3ccccc3)CC2)n1C	0%	1%	5%	37%	4%	-9
O=C(NCc1ccc2c(c1)OCO2)C1CCN(S(=O)(=O)N2CCCCC2)CC1	-7%	2%	-16%	-12%	27%	102
C(=N\Nc1ccc(-n2ccnc2)nn1)/c1ccccc1	-11%	7%	-1%	-7%	14%	45
CCn1c(SCC(=O)NCc2ccccc2)nnc1C(CO)NC(=O)c1ccccc1 (centres undefined)	5%	nt	-19%	-8%	20%	-7
CCSc1nc2ccccc2n1CC(=O)O	-4%	1%	-1%	-11%	1%	1
CCc1nnc(NC(=O)c2cccc(S(=O)(=O)N3CCN(C(C)=O)CC3)c2)s1	?	nt	0%	-7%	3%	58
Cc1ccc(C)c(Nc2c([N+](=O)[O-])cc(C(=O)N3CC(=O)Nc4ccccc43)cc2[N+](=O)[O-])c1	-6%	-6%	-24%	-2%	?	?
CCNC(=O)N(C(=O)NCC)n1c(C)nnc1C	-2%	10%	6%	-9%	10%	-30
O=c1[nH]c2ccc(Cl)cc2c(-c2ccccc2)c1SC(=S)N1CCOCC1	-7%	-3%	-5%	78%[activator]	14%	-30
CCCCn1c(NCc2ccc3c(c2)OCO3)nc2ccccc21	?	-6%	0%	-3%	?	-20
COc1ccc(/C=N/NC(=O)CCn2cnc(-c3ccccc3)c2-c2ccccc2)cc1OC	3%	6%	7%	268%[activator]	?	?
COc1ccc(NS(=O)(=O)c2ccc(NC(=O)C(C)(C(F)(F)F)C(F)(F)F)cc2)nn1	-8%	12%	5%	-21%	0%	-32
Cc1csc(=O)n1CC(=O)OCc1nnc(-c2ccc(Cl)cc2)o1	-13%	nt	2%	?	7%	-24
c1ccc(CN2CCN(c3ncnc4c3[nH]c3ccccc34)CC2)cc1	-3%	-1%	7%	-19%	11µM*	-106*
CCCn1c(C)cc(C(=O)COC(=O)c2ccc[nH]c2=O)c1C	5%	5%	1%	-16%	12%	-16
O=C(Nc1ccc(F)cc1)c1ccc(S(=O)(=O)NCC2CCCO2)cc1 (centres undefined)	?	0%	-7%	13%	-24%	?
COc1cc(CC(=O)OCC(=O)c2ccc3c(c2)OCCO3)cc(OC)c1OC	-3%	-3%	-4%	-2%	?	-71*
COc1ccc(CC(=O)NCc2nnc(SCC(=O)Nc3ccc(OC)cc3)n2C)cc1	-11%	3%	1%	-1%	12%	-32
CCOC(=O)c1c(N)sc2c1CCC(CC)C2 (centres undefined)	?	-6%	1%	-18%	-5%	14
Cc1ccc(-n2nc(C(=O)N3CCC(C)CC3)c(=O)n(C)c2=O)cc1	19%	nt	-5%	nt	nt	-3
CC(C)[C@@H](N)C(=O)NC[C@H]1O[C@@H](n2cnc3c(N)ncnc32)[C@H](O)[C@@H]1O	nt	nt	nt	-20%	-5%	4
Cc1cc(C)n2nc(SCC(N)=O)nc2n1	1%	5%	1%	-8%	29%	16
COc1ccc(-n2nc3ccccc3n2)cc1	?	0%	3%	-15%	-21%	14
CCOC(=O)c1[nH]c(=O)[nH]c1CSc1nc(C)cc(C)n1	1%	-5%	35µM*	-21%	5%	31
O=C(NCCCN1CCCC1=O)C1CCCO1 (centres undefined)	-12%	2%	12%	-19%	17%	-32
Cc1c(NS(=O)(=O)c2ccc3c(c2)OCCO3)cccc1-c1nc2cccnc2s1	10%	30%	-3%	-11%	13µM*	-40
CCn1cc(CN2CCCC(CNS(=O)(=O)Cc3ccccc3)C2)cn1 (centres undefined)	1%	2%	?	-13%	12%	29
O=C(COc1ccc(Cl)cc1)NCc1ccc(F)cc1	-10%	-2%	13%	-23%	21%	19
COc1ccc(CCNC(=O)CS(=O)(=O)c2cn(CC(=O)N3CCOCC3)c3ccccc23)cc1OC	6%	?	25µM*	5%	16%	-13
COc1ccc(C(=O)/C=C/C(=O)N(Cc2ccc(F)cc2)C(C(=O)NC2CCCCC2)c2ccncc2)c(O)c1 (centres undefined)	-8%	-11%	-13%	171%[activator]	?	nt
O=C(CSc1ncc(C(F)(F)F)cc1Cl)N1CCN(S(=O)(=O)c2ccc(Cl)cc2)CC1	-10%	-5%	-5%	7%	-4%	-19
COc1ccc(C2C(C#N)=C(/N=C/N3CCN(C)CC3)OC3=C2C(=O)CC(C)(C)C3)cc1OC (centres undefined)	4%	0%	?	143%[activator]	?	-27
c1ccc(C2NCCn3cccc32)cc1 (centres undefined)	-6%	5%	-20%	27%	2%	-34
CC(=O)Nc1ccc(S(=O)(=O)N2CCN(c3cccc(C)c3C)CC2)cc1	-6%	9%	-2%	20%	?	-34
O=C(c1ccco1)N1CCN(S(=O)(=O)c2cccs2)CC1	-2%	9%	-5%	-11%	24%	-10
O=c1c(Cc2ccc(F)cc2)c(O)ccn1Cc1ccc(F)cc1	-5%	-8%	4%	-3%[2.29 µM]	11%	-11
Cc1cccc(N(CC(=O)NCc2ccc(F)cc2)C(=O)c2ccco2)c1	-7%	1%	-10%	5%	-4%	-3
Cc1ccc(C(=O)/C=C/c2ccc3c(c2)OCCO3)c(O)c1	-6%	-2%	9%	-3%	1%	56
O=C(NC(CO)Cc1ccccc1)c1ccccc1 (centres undefined)	-1%	1%	2%	1%	1%	-15
COC(=O)c1c(N)n(-c2ccc(NC(C)=O)cc2)c2nc3ccccc3nc12	4%	?	3%	-9%	?	-66*
CCCOC(=O)Nc1ccc(C(N)=O)cc1	5%	6%	2%	-17%	-4%	10
COc1c(C(=O)NCCSC(C)(C)C)ccc2ccccc12	-4%	3%	-3%	10%	1%	12
Cc1ccc2nc(-c3cccnc3)c(NC3CCCC3)n2c1	-13%	-4%	-15%	-14%	-28%	?
CC1=C(C#N)C(=O)NC(=O)/C1=C\c1ccc(-c2ccc(C)cc2[N+](=O)[O-])o1	-1%	?	8.9µM*	-40%	-8%	6
CCCN(C(=O)c1cc2ccc3cccnc3c2[nH]1)c1ccc(F)cc1	20%	nt	2%	nt	nt	6
COCc1cc(C)nc2sc(C(=O)Nc3cc(C)ccc3F)c(N)c12	20%	nt	-4%	nt	nt	-1
Cc1ccc(-c2nc3c(Cl)cc(Cl)cc3c(=O)n2O)cc1	-6%	8%	-15%	-33%	-6%	30
CCCNC(=O)c1ccc(-c2nc(CS(=O)(=O)c3ccc(C)cc3)c(C)o2)cc1	3%	nt	40µM*	nt	nt	6
O=C(NCCCn1ccnc1)c1cc(-c2ccc(Br)cc2)on1	-6%	4%	-7%	11%	?	?
CCc1cccc(C)c1NC(=O)CC(C)(C)CC(=O)O	-7%	4%	-5%	-8%	21%	-34
CC(C)Cc1[nH]c(=O)c(C#N)c2c1CCCC2	-9%	1%	0%	-12%	10%	-7
CC1CCN(c2oc(-c3ccc(COc4ccc(Cl)cc4)o3)nc2C#N)CC1	23%	nt	1%	nt	nt	-12
COCCN(C(=O)COC(=O)CC1CCCCC1)c1c(N)n(Cc2ccccc2)c(=O)[nH]c1=O	5%	nt	-13%	284%	10%	-21
COC(=O)c1ccccc1NS(=O)(=O)c1ccc2c(c1)CCCN2C(C)=O	-2%	nt	7%	nt	nt	-3
O=[N+]([O-])c1cc2c(cc1CN1CCN(CCOCCO)CC1)OCO2	-13%	10µM*	?	-15%	22%	56
COc1ccc(C)cc1Nc1n[n+](-c2ccccc2)c(-c2ccc(C(=O)O)cc2)s1	-18%	?	-20%	-15%	7%	-14
O=C(N/N=C/c1c(O)ccc2ccccc12)c1[nH]ncc1Br	-2%	-22%	-8%	-31%	?	-99*
Cc1nc(C(N)=O)nc2ccccc12	?	3%	2%	-13%	11%	-32
O=C(NCCCn1ccnc1)c1nn2c(C(F)(F)F)cc(-c3ccc(Br)cc3)nc2c1Cl	-12%	8%	-5%	59%	?	3

(continued)
SMILES	AmpC detergent	Giardia FBPA inh	Sm TGR block	AmpC no deterg	HCV inh	HCMV inh
CCOC(=O)c1c(C)[nH]c(C)c1C(=O)CSc1nnc(-c2ccncc2)n1Cc1ccccc1	-5%	5%	0%	98%[activator]	-26%	-16
COc1ccc(Br)c(C(=O)OCC(=O)NC(=O)NC2CCCC2)c1	nt	nt	nt	-12%	-1%	6
CSc1nc(-c2ccc(Cl)cc2)c(C#N)c(=O)[nH]1	3%	11%	nt	-11%	4%	-76*
Cc1cc(C(=O)NCc2ccco2)sc1C	-7%	nt	-27%	-14%	10%	-12
NC(=O)c1cc(-c2ccccc2)sc1NC(=O)Cc1ccc(S(=O)(=O)N2CCOCC2)s1	?	-20%	21%	-39%	-20%&-9%	48
CCOC(=O)c1c(NC(=O)CSc2nnc(-c3ccccc3)o2)sc(C(C)=O)c1C	-4%	14%	-14%	-8%	-8%	43

Arranged by heavy-atom count (high to low): part of the list above.
SMILES	AmpC detergent	Giardia FBPA inh	Sm TGR block	AmpC no deterg	HCV inh	HCMV inh
CCOC(=O)c1c(C)[nH]c(C)c1C(=O)CSc1nnc(-c2ccncc2)n1Cc1ccccc1	-5%	5%	0%	98%[activator]	-26%	-16
O=C(NCCCn1ccnc1)c1nn2c(C(F)(F)F)cc(-c3ccc(Br)cc3)nc2c1Cl	-12%	8%	-5%	59%	?	3
CCOC(=O)c1c(NC(=O)CSc2nnc(-c3ccccc3)o2)sc(C(C)=O)c1C	-4%	14%	-14%	-8%	-8%	43
CC1CCN(c2oc(-c3ccc(COc4ccc(Cl)cc4)o3)nc2C#N)CC1	23%	nt	1%	nt	nt	-12
COC(=O)c1ccccc1NS(=O)(=O)c1ccc2c(c1)CCCN2C(C)=O	-2%	nt	7%	nt	nt	-3
O=[N+]([O-])c1cc2c(cc1CN1CCN(CCOCCO)CC1)OCO2	-13%	10µM*	?	-15%	22%	56
COc1ccc(Br)c(C(=O)OCC(=O)NC(=O)NC2CCCC2)c1	nt	nt	nt	-12%	-1%	6
O=C(N/N=C/c1c(O)ccc2ccccc12)c1[nH]ncc1Br	-2%	-22%	-8%	-31%	?	-99*
CSc1nc(-c2ccc(Cl)cc2)c(C#N)c(=O)[nH]1	3%	11%	nt	-11%	4%	-76*
CC(C)Cc1[nH]c(=O)c(C#N)c2c1CCCC2	-9%	1%	0%	-12%	10%	-7
Cc1cc(C(=O)NCc2ccco2)sc1C	-7%	nt	-27%	-14%	10%	-12
Cc1nc(C(N)=O)nc2ccccc12	?	3%	2%	-13%	11%	-32
